High-throughput results as filed in PubChem.
mABHD4 FP: ABHD4 inhibitors, primary screen, biochemical, fluorescence polarization, mouse | inhibition, % at 8.92 µM | 370,000 compounds, 0.54% hits | purified mABHD4, FP-Rh probe fluorescence polarization;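 active = inhibition exceeding the mean over every tested compound plus 3 SD, cut at about 30% in these data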;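 note: 0% = plate median of compound wells and 100% = S159A mutant with DMSO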
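system = mouse ABHD4 enzyme, wild type | medium = HEPES pH 7.0, NaCl, Pluronic buffer | also added = FP-Rh probe | incubation = Enzyme–compound pre-incubation 45 min, then probe 60 min, both 25 °C | technique = fluorescence polarization, excitation 525 nm, emission 598 nm, BODIPY TMR filters | controls = S159A mutant high control, sample median low control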
SIAE primary: human SIAE inhibitors, primary screen, biochemical, fluorescence polarization, FP-Rh probe, 1536-well HTS. SIAE FP-Rh probe binding. 370,000 compounds, 0.69% hits. inhibition, % at 9.66 µM. AID 1053197, 2014;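 active = inhibition above a cutoff: mean of compounds within the control limits plus 3 SD of those, cut at about 17% in these data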;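 note: 0% = plate median of compound wells and 100% = probe without SIAE protein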
PRMT1 inh: PRMT1 methyltransferase inhibitors, primary screen, biochemical, fluorescence polarization; Protein arginine N-methyltransferase 1 (Homo sapiens), Q99873; 370,000 compounds, 1.3% hits; inhibition, % at 2.79 µM; recombinant PRMT1, activity-based probe fluorescence polarization;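 active = inhibition above about 21% made by adding two undisclosed values, limit read from the data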
MBD2 inh: inhibitors of MBD2 binding to methylated DNA, primary screen, biochemical, TR-FRET, DNA-binding domain, human. Methyl-CpG-binding domain protein 2 (Homo sapiens), Q9UBB5. MBD2 binding to methylated oligonucleotide. inhibition, % at 4.4 µM. 370,000 compounds, 0.31% hits. AID 686964, 2013; in the data active = inhibition above about 13%
HTRA1 inhibitor: HTRA1 serine protease inhibitors, primary screen, biochemical, fluorescence polarization, HTS | Q92743 | recombinant HTRA1, FP-rhodamine activity-based probe | inhibition, % at 5.96 µM | 340,000 compounds, 0.5% hits; in the data active = inhibition above about 36%;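 note: 0% = enzyme with DMSO and 100% = wells lacking enzyme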
TCR-CD3 inh: inhibitors of human TCR-CD3 interaction, primary screen, biochemical, fluorescence, TAMRA-labeled TCR probe; T-cell receptor (TCR); inhibition, % at 9.4 µM; 360,000 compounds, 0.37% hits; AID 651800, 2012; in the data active = inhibition above about 19%;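 note: recombinant mutant TCR 2C K166C tagged with TAMRA read by polarization; 0% = receptor in buffer alone and 100% = receptor with positive control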
NPR1 activator: GC-A stimulated cGMP production enhancers – HEK293 GC-A cells, cGMP TR-FRET, EC30 ANP, primary screen | Atrial natriuretic peptide receptor 1 (Homo sapiens), P16066 | 0% at EC30 ANP, 100% saturating ANP | activation, % at 10 µM | 370,000 compounds, 0.14% hits | AID 1671463, 2021; in the data active = activation above about 40%
Target sequence (P16066 whole entry, looked up): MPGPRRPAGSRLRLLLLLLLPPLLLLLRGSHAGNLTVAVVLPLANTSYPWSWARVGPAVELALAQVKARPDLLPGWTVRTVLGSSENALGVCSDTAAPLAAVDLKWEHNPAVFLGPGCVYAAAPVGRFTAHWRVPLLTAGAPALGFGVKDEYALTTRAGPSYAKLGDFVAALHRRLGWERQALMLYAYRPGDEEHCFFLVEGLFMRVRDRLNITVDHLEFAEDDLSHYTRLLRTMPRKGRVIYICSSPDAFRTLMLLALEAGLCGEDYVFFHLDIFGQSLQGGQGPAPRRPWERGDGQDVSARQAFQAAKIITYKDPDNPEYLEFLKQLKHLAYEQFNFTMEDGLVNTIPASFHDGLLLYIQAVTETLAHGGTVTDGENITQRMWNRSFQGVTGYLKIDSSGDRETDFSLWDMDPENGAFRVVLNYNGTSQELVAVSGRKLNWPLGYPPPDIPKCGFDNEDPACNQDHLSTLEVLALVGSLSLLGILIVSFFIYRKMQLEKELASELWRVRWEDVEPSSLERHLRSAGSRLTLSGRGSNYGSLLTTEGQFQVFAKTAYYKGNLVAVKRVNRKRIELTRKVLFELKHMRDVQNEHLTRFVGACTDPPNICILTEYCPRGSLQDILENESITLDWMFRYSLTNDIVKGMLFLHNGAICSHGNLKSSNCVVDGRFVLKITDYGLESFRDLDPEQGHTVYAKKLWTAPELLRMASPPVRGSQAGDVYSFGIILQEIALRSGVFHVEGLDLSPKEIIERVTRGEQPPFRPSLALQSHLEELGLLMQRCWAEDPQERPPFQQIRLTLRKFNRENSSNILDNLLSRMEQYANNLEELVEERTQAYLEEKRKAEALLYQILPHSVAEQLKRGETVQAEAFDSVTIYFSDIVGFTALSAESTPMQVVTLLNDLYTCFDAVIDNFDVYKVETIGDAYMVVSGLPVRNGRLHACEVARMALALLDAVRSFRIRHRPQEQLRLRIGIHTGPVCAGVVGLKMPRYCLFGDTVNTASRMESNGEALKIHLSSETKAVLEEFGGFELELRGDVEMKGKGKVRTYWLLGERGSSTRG
UHRF1 binding: UHRF1 methylated DNA binding inhibitors, primary screen, counter-screen for MBD2 inhibitor project, biochemical, TR-FRET, human UHRF1, single concentration; E3 ubiquitin-protein ligase UHRF1 (Homo sapiens), Q96T88; UHRF1 binding to methylated oligo; inhibition, % at 4.4 µM; 370,000 compounds, 0.75% hits; AID 687016, 2013; in the data active = inhibition above about 21%;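 note: UHRF1 SRA domain binding a hemimethylated CpG hairpin DNA probe; 0% = median of test compound wells and 100% = reference inhibitor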
rCAG binder: binders of r(CAG) RNA repeats, primary screen, biochemical, fluorescence; AID 651821, 2012; 370,000 compounds, 1.3% hits; inhibition, % at 3 µM; r(CAG) RNA repeat, TO-PRO-1 dye displacement fluorescence;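 active = inhibition above the plate cutoff, the mean of all test compounds on that plate plus 3 SD, cut at about 35% in these data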;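 note: 0% = DMSO alone and 100% = 100 µM mitoxantrone as full dye displacement; higher means more dye released from RNA so lower well fluorescence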
NPR2 activator: human GC-B receptor activators, primary screen, HEK293 GC-B cells, cGMP TR-FRET, EC30 CNP. 370,000 compounds, 0.11% hits. 0% at EC30 CNP, 100% saturating CNP. activation, % at 10 µM. AID 1920062, 2024;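 active = activation at 10 µM reaching about 35% in either raw or pattern-adjusted values, limit read from the data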
Starred values were filed as active, the others as inactive; / = not tested or not shown. An excerpt (hit frequency here may not be typical).

Screens by letter: A = mABHD4 FP; B = SIAE primary; C = PRMT1 inh; D = MBD2 inh; E = HTRA1 inhibitor; F = TCR-CD3 inh; G = NPR1 activator; H = UHRF1 binding; I = rCAG binder; J = NPR2 activator
O=C(NCCCn1ccnc1)c1cc2nc(-c3ccc(Br)cc3)cc(C(F)(F)F)n2n1
  A: -8	B: 3	C: 3	D: 4	E: -13	F: 6	G: 18	H: 3	I: -2	J: 3

C=CCNC(=O)COC(=O)COc1ccc(Cl)cc1C
  A: -2	B: 0	C: 0	D: 1	E: 2	F: 0	G: -2	H: 0	I: 6	J: 1

COC(=O)/C=c1/s/c(=C(\C#N)C(=O)NCc2ccco2)n(-c2ccccc2)c1=O
  A: -34	B: -13	C: 5	D: 5	E: -11	F: -1	G: 4	H: 0	I: 17	J: 1

Cc1cccc(CNC(=O)CCn2ccc3cc(S(=O)(=O)N4CCCC4)ccc32)c1
  A: -21	B: -7	C: 5	D: 5	E: -12	F: -9	G: 2	H: 6	I: 0	J: 1

COc1ccc(CCNC(=O)C2CCCN(S(=O)(=O)N3CC(C)CC(C)C3)C2)cc1OC (stereo not given)
  A: 0	B: 7	C: 0	D: 4	E: 0	F: 6	G: 2	H: -2	I: -7	J: 7

Cn1c(=O)c2c(ncn2CC(=O)N2CCc3ccccc3C2)n(C)c1=O
  A: -1	B: 0	C: -1	D: 1	E: 0	F: 7	G: -2	H: 1	I: -2	J: -5

CC(C)c1nc(N2CCOCC2)c(C#N)c2c1CCCC2
  A: -2	B: 0	C: 0	D: -4	E: -1	F: -1	G: 1	H: -1	I: -4	J: 0

Cc1ccc2c(CNCc3ccco3)cc(=O)oc2c1
  A: 1	B: -1	C: -1	D: -2	E: -6	F: 8	G: -6	H: -1	I: 7	J: 2

CC(=O)Nc1ccc(NC(=O)CSc2ccc(C)cc2)cc1
  A: -5	B: -3	C: -2	D: 0	E: -11	F: -2	G: 0	H: -1	I: 2	J: -4

COc1ccc(/C=C2\NC(=O)C(C=NCc3ccccc3)=C2O)cc1
  A: 1	B: 1	C: -6	D: 0	E: 0	F: 3	G: 9	H: 0	I: 2	J: 2

Other results.
Screens by letter: A = mABHD4 FP; B = SIAE primary; C = PRMT1 inh; D = MBD2 inh; E = HTRA1 inhibitor; F = TCR-CD3 inh; G = NPR1 activator; H = UHRF1 binding; I = rCAG binder; J = NPR2 activator
CCN(CC(=O)Nc1ccc(N2CCOCC2)cc1)CC(=O)NC(C)(C)C
  A: 7	B: 2	C: 4	D: 2	E: 2	F: 4	G: 7	H: 1	I: -5	J: 7

O=C1CC2(CCCCC2)Oc2ccccc21
  A: 5	B: 0	C: 1	D: -1	E: 5	F: -2	G: 3	H: 1	I: -1	J: 3

O=C(Nc1ccc2c(c1)OCO2)c1cnccn1
  A: 0	B: 1	C: -4	D: -4	E: 7	F: -3	G: 0	H: -2	I: -2	J: 1

COc1ccc2c(C)c(C(=O)N3CCN(Cc4ccccc4)CC3)oc2c1
  A: -4	B: -3	C: 0	D: 5	E: -8	F: 2	G: 8	H: 4	I: -7	J: -1

COc1ccc(-n2nc(C(=O)NCC(=O)N3CCCCCC3)c3ccccc3c2=O)c(OC)c1
  A: 4	B: 3	C: 1	D: -4	E: -2	F: 1	G: -3	H: -1	I: -4	J: 0

CCCCCOc1ccccc1C(=O)NCCCC(=O)O
  A: 0	B: 2	C: -1	D: -3	E: 5	F: -1	G: 2	H: 0	I: 0	J: 0

CC(=O)N(Cc1ccc(Br)cc1)c1ccccc1C(=O)O
  A: -7	B: -10	C: 11	D: 8	E: 7	F: -5	G: -4	H: 1	I: 1	J: -4

CC(CN1CCC(n2nccc2NC(=O)C2CCCC2)CC1)c1ccccc1 (stereo not given)
  A: -2	B: -1	C: 3	D: -2	E: 4	F: 2	G: 2	H: -2	I: -11	J: 4

CN(C)CCNC(=O)C(=O)Nc1cc2c3c(c1)CCC(=O)N3CCC2
  A: 5	B: 3	C: 3	D: -2	E: 1	F: -4	G: 3	H: 3	I: -3	J: 6

CC(C)C[C@@H](COc1ccccc1)N1CCN(Cc2ccccc2)CCC1=O
  A: -3	B: -1	C: 1	D: -4	E: -8	F: -5	G: -2	H: 1	I: -10	J: -4

Structural class: the entries above containing a furan ring, fused or not
Screens by letter: A = mABHD4 FP; B = SIAE primary; C = PRMT1 inh; D = MBD2 inh; E = HTRA1 inhibitor; F = TCR-CD3 inh; G = NPR1 activator; H = UHRF1 binding; I = rCAG binder; J = NPR2 activator
COC(=O)/C=c1/s/c(=C(\C#N)C(=O)NCc2ccco2)n(-c2ccccc2)c1=O
  A: -34	B: -13	C: 5	D: 5	E: -11	F: -1	G: 4	H: 0	I: 17	J: 1

Cc1ccc2c(CNCc3ccco3)cc(=O)oc2c1
  A: 1	B: -1	C: -1	D: -2	E: -6	F: 8	G: -6	H: -1	I: 7	J: 2

COc1ccc2c(C)c(C(=O)N3CCN(Cc4ccccc4)CC3)oc2c1
  A: -4	B: -3	C: 0	D: 5	E: -8	F: 2	G: 8	H: 4	I: -7	J: -1

New compounds follow:
Screens by letter: A = mABHD4 FP; B = SIAE primary; C = PRMT1 inh; D = MBD2 inh; E = HTRA1 inhibitor; F = TCR-CD3 inh; G = NPR1 activator; H = UHRF1 binding; I = rCAG binder; J = NPR2 activator
COc1ccc(C(=O)/C=C(\C)Nc2ccc3c(c2)OCO3)cc1
  A: 4	B: 9	C: 22*	D: -3	E: 10	F: 9	G: 3	H: -4	I: 6	J: 8

CCCCNC(=O)C(=O)Nc1ccc2c(c1)N(S(=O)(=O)c1cccs1)CCC2
  A: -11	B: -13	C: -5	D: -6	E: -1	F: 2	G: -4	H: 1	I: 2	J: 1

COc1ccc(NC(=O)N(C)C[C@@H]2OCc3cnnn3CCCC(=O)N([C@H](C)CO)C[C@@H]2C)cc1
  A: 2	B: 6	C: 3	D: 5	E: 2	F: -1	G: 1	H: 6	I: 2	J: 1

Cc1onc(-c2c(F)cccc2Cl)c1C(=O)NC1CC1
  A: 6	B: -1	C: 2	D: -6	E: -3	F: 6	G: 0	H: 0	I: 0	J: 2

O=Cc1cccc(OC(=O)Nc2ccccc2)c1
  A: 2	B: -1	C: 3	D: 0	E: /	F: 2	G: 7	H: 3	I: -1	J: 3

COc1ccc(NC(=O)CCCNC(=O)c2ccc(Cl)cc2)cc1OC
  A: -7	B: -2	C: -5	D: -3	E: 5	F: 0	G: -5	H: 0	I: -3	J: 0

O=C1/C(=C/c2cccs2)NC(=S)N1C1CC1
  A: 6	B: -2	C: -1	D: 2	E: -3	F: 6	G: 6	H: -2	I: 1	J: 5

COc1ccc(Cl)cc1NC(=O)CSc1nnc(CNC(=O)c2cccs2)o1
  A: 0	B: 2	C: 4	D: 0	E: -3	F: 1	G: 2	H: 0	I: 6	J: -3

CCCNC(=O)c1ccc(COc2ccc(CCC)cc2OC)o1
  A: -2	B: -1	C: 2	D: -5	E: 0	F: 2	G: 1	H: 10	I: -8	J: 1

CC1(C)c2[nH]c3ccccc3c2C[C@@H]2C(=O)N(c3ccc(F)cc3F)C(=O)N21
  A: 1	B: 2	C: 6	D: 0	E: 3	F: 0	G: 11	H: -1	I: -2	J: 20

Further structures.
Screens by letter: A = mABHD4 FP; B = SIAE primary; C = PRMT1 inh; D = MBD2 inh; E = HTRA1 inhibitor; F = TCR-CD3 inh; G = NPR1 activator; H = UHRF1 binding; I = rCAG binder; J = NPR2 activator
N#Cc1ccc(COC(=O)c2cnc3ccccc3n2)cc1
  A: 5	B: 12	C: 1	D: 1	E: 1	F: -3	G: -2	H: 2	I: -1	J: -2

O=C(O)Cc1csc(NC(=O)c2ccco2)n1
  A: 3	B: 0	C: -1	D: -2	E: 5	F: -2	G: 1	H: -2	I: 2	J: 8

C/C=C/C(=O)Nc1cccc(C2=NOC3(C2)C[C@@H](C(N)=O)N(C(=O)C(c2ccccc2)c2ccccc2)C3)c1 (stereo not given in full)
  A: -5	B: 0	C: -1	D: -2	E: -22	F: -1	G: -1	H: -4	I: 10	J: 3

NC(=S)Nn1c(-c2ccccc2)nc2ccccc2c1=O
  A: -3	B: 4	C: 4	D: 7	E: -15	F: 0	G: -3	H: 2	I: -1	J: 1

O=C(CNCc1ccccc1Cl)Nc1ccc(C(=O)N2CCCCC2)cc1
  A: 8	B: 2	C: 3	D: 5	E: 2	F: 2	G: 3	H: -1	I: -7	J: -7

CC(C)c1nnc(SCC(=O)N2CCc3ccccc32)n1N
  A: -3	B: -2	C: 15	D: -2	E: 1	F: 4	G: 2	H: 3	I: 1	J: -2

CCN(Cc1ccccc1)C(=O)CSc1n[nH]c(N)n1
  A: 8	B: 1	C: 4	D: 1	E: -3	F: -2	G: 6	H: 3	I: 0	J: -1

CCCCCCCCCCCC(=O)NC(C(=O)O)C(O)c1ccccc1 (stereo not given)
  A: 0	B: 10	C: 3	D: 8	E: -5	F: -2	G: -2	H: -2	I: 32	J: 3

NC(=O)c1cc(NC(=O)COC(=O)CCCN2C(=O)c3cccc4cccc(c34)C2=O)cc(C(N)=O)c1
  A: -7	B: -4	C: 1	D: -12	E: -1	F: -1	G: 1	H: -5	I: 2	J: 0

CCn1cc([N+](=O)[O-])c(C(=O)Nc2nc3ccc(OC)cc3s2)n1
  A: 7	B: -1	C: 2	D: -5	E: 7	F: 3	G: -1	H: -1	I: 2	J: 0

The list goes on:
Screens by letter: A = mABHD4 FP; B = SIAE primary; C = PRMT1 inh; D = MBD2 inh; E = HTRA1 inhibitor; F = TCR-CD3 inh; G = NPR1 activator; H = UHRF1 binding; I = rCAG binder; J = NPR2 activator
CN(C)c1ccc(-c2n[nH]c(=S)n2-c2ccccc2)cc1
  A: 0	B: -1	C: 1	D: 2	E: 1	F: 2	G: -4	H: 0	I: 2	J: 0

COc1ccc(SSc2ccc(OC)cc2C(=O)O)c(C(=O)O)c1
  A: 6	B: 1	C: 2	D: 2	E: /	F: 6	G: 2	H: 0	I: 3	J: -2

COC(=O)c1ccc(OC)c(CSc2nnc(-c3ccc(C)cc3)o2)c1
  A: 7	B: 1	C: 2	D: -1	E: 4	F: -1	G: -1	H: -2	I: -2	J: -1

Cc1cc(=O)oc2cc(N3C(=O)CC(Cc4ccccc4)C3=O)ccc12 (stereo not given)
  A: -5	B: 6	C: -1	D: -1	E: 1	F: 4	G: 0	H: -2	I: -1	J: 3

Cc1ccccc1-c1cc(C(=O)N2CCCC2)c2ccccc2n1
  A: 23	B: 1	C: 17	D: 2	E: 1	F: -3	G: -2	H: -3	I: 6	J: 3

COC(=O)c1ccccc1N=Nc1c(C)noc1C
  A: -3	B: 6	C: -3	D: -6	E: 3	F: 5	G: -2	H: -4	I: 0	J: -5

O=C(Nc1ccc(S(=O)(=O)N2CCCC2)cc1)c1cccnc1
  A: -8	B: -1	C: -3	D: -6	E: 2	F: -4	G: 2	H: -3	I: 1	J: -5

Cc1cc(C)n(C(=O)CNC(=O)c2ccco2)n1
  A: 3	B: 11	C: 2	D: 1	E: 11	F: -2	G: 3	H: -2	I: -2	J: -2
